PP1 counter = counter-screen for PP5 inhibitors: inhibitors of human PP1-alpha; P62136; purified PP1alpha, OMFP fluorescence; inhibition, % at 6.7 µM; hit rate 0.9% among 320,000; AID 2235;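 active = inhibition above the mean inhibition of all tested compounds plus 3 SD, computed separately for each screening campaign, cut at about 15% in these data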
GASC-1 inh = inhibitors of human GASC-1 (JMJD2C) demethylase; GST-JMJD2C(1-420) H3K9me3 demethylation, DELFIA europium; inhibition, % at 2.35 µM; hit rate 0.069% among 330,000;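 active = more than half of a compound's replicate wells show inhibition beyond 50%, single wells judged on their own value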;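 note: signal counts dimethyl H3K9 product captured on neutravidin plate; 0% = median of DMSO wells and 100% = 0.3 times that DMSO median; strong numbers were not always called active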
CTSL1 counter = counter-screen for PFM18AAP inhibitors: inhibitors of F. hepatica cathepsin L1. recombinant F. hepatica cathepsin L1, Z-Leu-Arg-MCA fluorescence. inhibition, % at 5.96 µM. hit rate 0.49% among 300,000. AID 1906;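 active = inhibition above the mean of all tested compounds plus 3 SD, set per screening campaign, cut at about 17% in these data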;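 note: 0% = plate median of test compound wells and 100% = 1 µM Z-Phe-Ala-diazomethylketone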
GRK2 aptamer HTS = human GRK2 inhibition via aptamer displacement; hit rate 0.59% among 330,000; bead flow cytometry, FAM-aptamer displacement from GRK2; AID 488847; P25098; inhibition of aptamer binding, % at 10 µM;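 active = inhibition of aptamer binding above 40%, roughly 3 SD of noise, on plates passing a quality check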;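 note: median bead fluorescence of bound FAM aptamer so fluorescent compounds give negative values; no value below 0 was filed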
proCasp7 act = counter-screen: procaspase-7 (human) activation; P55210; recombinant procaspase-7, Ac-DEVD-pNA absorbance 405 nm; D23A/D198A/D206A triple mutant, cannot self-cleave; scale: DMSO 0, 5 µM enzyme 100; activation, % at 8.5 µM; hit rate 0.093% among 330,000;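 active = percent activation above the screen-wide mean plus 3 SD, cut at about 25% in these data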
Target sequence (P55210 whole entry D23A/D198A/D206A): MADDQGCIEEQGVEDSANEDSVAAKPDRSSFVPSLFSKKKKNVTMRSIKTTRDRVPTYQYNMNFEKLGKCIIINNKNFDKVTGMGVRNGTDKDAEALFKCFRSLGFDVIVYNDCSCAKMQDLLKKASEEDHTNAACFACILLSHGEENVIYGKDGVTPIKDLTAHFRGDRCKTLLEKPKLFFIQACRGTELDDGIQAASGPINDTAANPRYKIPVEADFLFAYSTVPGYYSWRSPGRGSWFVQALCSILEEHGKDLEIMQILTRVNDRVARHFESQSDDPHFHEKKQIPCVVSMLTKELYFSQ
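Detection: p-Nitroaniline absorbance at 405 nm, read at 0 and 120 min; system: Uncleavable procaspase-7 mutant enzyme; evaluation: % activation from two-timepoint absorbance difference, scaled to controls; times: 1 h enzyme–compound preincubation and 2 h substrate reaction, both 25 °C; buffer or medium: Zinc-free HEPES pH 7.4 with 300 mM NaCl, 0.01% Triton X-100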
VLA-4 inh = inhibition in a human VLA-4 binding assay | P13612 | VLA-4 expressing cells, ligand binding flow cytometry | inhibition, % (about 7 µM as worked out from the volumes in the protocol) | hit rate 0.2% among 330,000 | AID 2557; in the data active = inhibition above about 50%
HCV core dimer = blocks dimerization of HCV core protein; TR-FRET GST/Flag-core106 dimerization, 1536-well; inhibition, % at 5 µM; hit rate 0.33% among 300,000;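 active = inhibition above the mean of all tested compounds plus 3 SD, set per screening campaign, cut at about 45% in these data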
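Assay system: Tagged HCV core106 pair (GST and Flag) | Buffer or medium: KF-containing HEPES buffer, pH 7.45, DTT, CHAPS, BSA | Also added: Eu donor and XL665 acceptor anti-tag antibodies | Dosing: One concentration, 5 µM, in 0.5% DMSO | Timing: 4 h at 22.5 °C | Technique: TR-FRET 671 and 617 nm emission | Repeats: Singlicate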
PP5 primary = inhibitors of human protein phosphatase 5 (PP5) | P53041 | purified PP5c, OMFP substrate fluorescence | inhibition, % at 6.7 µM | hit rate 0.18% among 320,000 | AID 1987;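 active = inhibition above the campaign's mean inhibition across all tested compounds plus 3 SD, cut at about 9.5% in these data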;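 note: 0% = DMSO only and 100% = 100 µM cantharidin control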
Target sequence (P53041 whole entry, looked up): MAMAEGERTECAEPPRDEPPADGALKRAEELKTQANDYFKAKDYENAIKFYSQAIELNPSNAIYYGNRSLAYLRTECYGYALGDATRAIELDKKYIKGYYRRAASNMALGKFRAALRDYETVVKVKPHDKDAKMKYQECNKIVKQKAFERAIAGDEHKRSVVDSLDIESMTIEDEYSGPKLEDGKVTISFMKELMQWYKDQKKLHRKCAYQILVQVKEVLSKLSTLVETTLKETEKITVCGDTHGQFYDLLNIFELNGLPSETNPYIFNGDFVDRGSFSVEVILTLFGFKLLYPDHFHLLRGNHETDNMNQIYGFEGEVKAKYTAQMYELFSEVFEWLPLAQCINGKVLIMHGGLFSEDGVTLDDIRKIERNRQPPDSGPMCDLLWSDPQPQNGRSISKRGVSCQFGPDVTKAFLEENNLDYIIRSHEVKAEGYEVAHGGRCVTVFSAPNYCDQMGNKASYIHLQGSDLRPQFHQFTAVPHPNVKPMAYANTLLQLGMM
procasp3 activ = activates human procaspase-3; P42574; recombinant procaspase-3 D3A, Ac-DEVD-pNA absorbance 405 nm; activation, % at 8.5 µM; hit rate 0.11% among 330,000; AID 463141;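 active = activation above the mean of all tested compounds plus 3 SD, cut at about 21% in these data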;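 note: 0% = DMSO alone and 100% = DMSO wells spiked with extra 5 µM PC-3 D3A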
Target sequence (P42574 whole entry D9A/D28A/D175A): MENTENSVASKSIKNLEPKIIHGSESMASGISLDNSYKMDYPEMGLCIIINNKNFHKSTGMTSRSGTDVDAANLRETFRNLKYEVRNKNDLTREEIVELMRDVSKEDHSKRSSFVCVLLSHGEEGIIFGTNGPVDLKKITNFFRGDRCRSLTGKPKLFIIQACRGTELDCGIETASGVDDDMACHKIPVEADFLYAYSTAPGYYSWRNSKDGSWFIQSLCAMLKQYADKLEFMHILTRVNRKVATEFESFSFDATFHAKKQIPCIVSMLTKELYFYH
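Technique: 405 nm absorbance of p-nitroaniline, reads at 0 and 120 min; Test system: Procaspase-3 D3A mutant; Incubation: 1 h enzyme-compound preincubation, then 2 h substrate reaction, 25 °C; Repeats: singlicate, each compound tested once; Benchmarks: low control DMSO wells, high control DMSO plus 5 µM PC-3 D3A.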
Numbers without * were called inactive; . = no result given.

Start of the listing, in advance:
SMILES	PP1 counter	GASC-1 inh	CTSL1 counter	GRK2 aptamer HTS	proCasp7 act	VLA-4 inh	HCV core dimer	PP5 primary	procasp3 activ
CCC(C)(C)NC(=O)C(c1ccc(C)o1)N(C(=O)c1csnn1)c1cccc(F)c1 (configuration not stated)	-1.9	-7.6	5.7	0.0	6.2	11.8	5.0	-0.6	-0.6
COc1cc(C)nc(NCc2ccccc2)n1	-0.2	0.1	-1.4	1.0	12.0	-3.6	3.3	2.2	5.2
O=C(CCc1ccc(S(=O)(=O)NC2CCCCC2)cc1)NCc1cccnc1	-1.6	-8.2	1.5	5.0	-1.0	5.2	-3.2	3.0	-2.9
CC(C)CNC(=O)[C@H](Cc1ccccc1)NC(=O)c1ccco1	-9.0	8.5	-2.6	2.0	-3.8	5.7	3.1	2.7	-1.5
COc1ccccc1OCC(=O)Nc1ncc(C)s1	-2.2	-3.5	.	0.0	-3.2	-12.5	.	1.0	5.2
COc1ccc(NC(=O)COC(=O)CCc2ccc(S(=O)(=O)N3CCOCC3)cc2)cc1Cl	.	-4.6	.	0.0	3.7	-2.9	.	.	0.9

Main list, from the start:
SMILES	PP1 counter	GASC-1 inh	CTSL1 counter	GRK2 aptamer HTS	proCasp7 act	VLA-4 inh	HCV core dimer	PP5 primary	procasp3 activ
CCC(C)(C)NC(=O)C(c1ccc(C)o1)N(C(=O)c1csnn1)c1cccc(F)c1 (configuration not stated)	-1.9	-7.6	5.7	0.0	6.2	11.8	5.0	-0.6	-0.6
COc1cc(C)nc(NCc2ccccc2)n1	-0.2	0.1	-1.4	1.0	12.0	-3.6	3.3	2.2	5.2
O=C(CCc1ccc(S(=O)(=O)NC2CCCCC2)cc1)NCc1cccnc1	-1.6	-8.2	1.5	5.0	-1.0	5.2	-3.2	3.0	-2.9
CC(C)CNC(=O)[C@H](Cc1ccccc1)NC(=O)c1ccco1	-9.0	8.5	-2.6	2.0	-3.8	5.7	3.1	2.7	-1.5
COc1ccccc1OCC(=O)Nc1ncc(C)s1	-2.2	-3.5	.	0.0	-3.2	-12.5	.	1.0	5.2
COc1ccc(NC(=O)COC(=O)CCc2ccc(S(=O)(=O)N3CCOCC3)cc2)cc1Cl	.	-4.6	.	0.0	3.7	-2.9	.	.	0.9
Cn1c(CCC(=O)OCC(=O)Nc2ccc(Oc3ccccc3)cc2)nc(=O)c2ccccc21	-5.4	-1.9	5.5	0.0	9.5	0.0	2.4	0.1	9.9
COC(=O)Cc1[nH]n(-c2ccccc2)c(=O)c1C(C)=Nc1ccccc1	-2.6	-10.6	1.5	1.0	4.2	3.7	0.3	-2.0	3.5
COCCOC(=O)N/C=C\c1nc2ccccc2c(=O)[nH]1	-0.2	-5.3	0.2	3.0	-4.1	-2.5	0.5	3.7	-3.9
COc1ccc2cc(C(=O)NCc3ccccc3)c(=Nc3ccc(C(=O)O)cc3)oc2c1	-1.0	4.7	2.9	2.0	-4.7	-21.4	-3.0	1.2	3.4
CCN(CC(=O)NCc1ccc(Cl)cc1)C(=O)c1cc(OC)cc(OC)c1	-1.8	-10.0	-4.0	2.0	2.2	3.2	-0.7	0.5	8.5
O=C(Nc1ccccc1F)c1ccccc1C(=O)Nc1ccccc1F	-1.4	-41.8	1.5	1.0	-6.5	25.8	1.7	1.0	-8.9
COc1ccccc1NC(=O)Cn1nc(-c2ccc3c(c2)OCCO3)ccc1=O	-3.4	-5.3	-0.8	0.0	-7.7	-4.0	0.3	-1.4	-9.2
Cc1c(N=c2scc(-c3ccccc3)n2CCO)c(=O)n(-c2ccccc2)n1C	-3.8	2.5	-2.1	0.0	-5.5	9.6	3.1	0.9	8.2
O=C(COc1coc(CN2CCN(c3ccccc3F)CC2)cc1=O)N1CCc2ccccc21	-9.0	3.4	-5.0	1.0	-4.0	-6.1	-1.7	4.6	-8.0
CCN(CC)c1ccc(NC(=O)c2cccc(F)c2)c(C)c1	3.2	0.1	-1.0	2.0	-9.2	14.5	-5.0	0.2	3.9
O=C(Nc1ccc(S(=O)(=O)N2CCOCC2)cc1)C1CCN(S(=O)(=O)c2ccc(F)cc2)CC1	-3.8	-0.1	1.0	0.0	-2.6	1.2	-2.5	0.1	-0.6
COc1ccc(CCNS(=O)(=O)c2ccc(Cl)s2)cc1OC	-3.1	13.5	-2.0	0.0	12.6	-3.7	-0.5	-0.2	7.0
CN(C)CCCNC(=O)/C(=N\O)c1ccccc1	-2.4	17.8	-2.4	2.0	-1.3	-15.8	-1.1	0.1	-3.8
CCCCn1nc(C(=O)N[C@@H](CCSC)c2nc3ccccc3[nH]2)c2ccccc2c1=O	2.2	-2.3	-1.4	2.0	7.8	3.8	8.9	5.1	0.0
Clc1ccc(CSc2cc3c(nn2)-c2ccccc2CC3)cc1	1.5	-33.4	1.9	0.0	0.6	3.4	10.2	0.5	-7.3
O=C(COc1ccc2ccc(=O)oc2c1)NCC(O)c1ccccc1 (configuration not stated)	-3.0	-22.1	5.4	0.0	7.5	10.3	7.0	0.2	-2.4
NNC(=O)c1ccc(NS(=O)(=O)c2ccc(Br)cc2)cc1	0.0	-10.8	3.4	0.0	1.2	0.1	3.0	0.6	-1.4
OC(COCC1COc2ccccc2O1)CN1CCN(c2ccccc2)CC1 (configuration not stated)	-0.1	-2.7	-1.5	0.0	-3.8	14.7	-10.9	2.2	-4.2
CCN(CC)C(=O)c1sc2nc(N3CCOCC3)c3c(c2c1N)CCCC3	-1.3	102.9	0.3	0.0	-13.5	-5.1	5.3	0.8	-17.6
Next section
SMILES	PP1 counter	GASC-1 inh	CTSL1 counter	GRK2 aptamer HTS	proCasp7 act	VLA-4 inh	HCV core dimer	PP5 primary	procasp3 activ
CC(C)CC(NC(=O)CCC(=O)OCC(=O)[C@@]1(O)CCC2[C@@H]3CCC4=CC(=O)C=C[C@]4(C)C3[C@@H](O)C[C@@]21C)C(=O)O (some centres not stated)	-0.1	-9.3	-3.5	1.0	-0.9	3.5	-13.1	1.0	9.9
Cc1c(NC(=O)NC2CCCCC2)cccc1[N+](=O)[O-]	-4.7	9.5	3.2	0.0	7.3	-2.1	4.5	0.0	3.0
COc1ccc(C(=O)N/C(=C\c2ccc(SC)cc2)C(=O)NCCCn2ccnc2)cc1OC	.	0.7	.	0.0	15.3	14.8	.	.	1.0
Cc1ccc(S(=O)(=O)N(CCC#N)C2CCCCC2)c2nsnc12	-2.3	14.0	5.2	2.0	4.7	0.0	-0.3	1.6	-2.2
O=C(Nc1ccc(Cl)cn1)Nc1ccc(Cl)cn1	-6.0	-0.3	2.0	0.0	6.2	0.2	-13.2	1.1	-1.7
Cc1nn(-c2nc3ccccc3[nH]2)c(N)c1-c1ccc(Cl)cc1	4.3	-3.7	0.2	0.0	2.2	0.5	3.6	2.6	6.4
CCC1=C(OC(=O)c2ccccc2)C(C)(C)C(c2ccccc2)OC1=O (configuration not stated)	2.0	-17.8	2.0	0.0	-1.8	3.1	8.7	1.8	6.0
CC(NS(=O)(=O)c1ccc(OCC(=O)N2CCOCC2)cc1)c1ccccc1 (configuration not stated)	-1.6	14.2	1.8	1.0	8.0	1.5	-4.2	4.0	1.0
C=CCn1c(C)cc(C2=NNC(=NCc3ccccc3)SC2)c1C	5.7	6.1	-4.0	0.0	-6.2	1.3	6.1	7.5	5.0
O=c1c2c(nc3nc(SCc4ccccc4)[nH]n13)CCC2	-1.7	5.9	-3.7	2.0	5.8	-1.0	3.0	-1.2	8.5
CCNc1nc(NCC)nc(OCCOC(C)=O)n1	0.8	7.5	2.0	0.0	0.7	8.0	-3.0	-0.2	-8.2
C/C(=N\Nc1nc2ccccc2[nH]1)c1ccc(N2CCOCC2)cc1	0.4	-16.2	0.2	52.0*	3.6	1.8	-15.5	1.0	6.7
Cc1ccc(NC(=O)CCN2C(=O)NC3(CCCC3)C2=O)cc1S(=O)(=O)N1CCOCC1	0.1	0.8	.	1.0	10.8	-9.8	.	0.0	2.8
CC(=O)Nc1ccc(S(=O)(=O)NCC(=O)OCC(=O)NNC(=O)c2ccccc2)cc1	-3.8	3.6	.	5.0	11.2	8.5	.	-0.1	6.4
CCC1(c2ccc(F)cc2)NC(=O)N(CC(=O)NC2CCCCCC2)C1=O (configuration not stated)	.	5.6	.	10.0	8.3	-0.5	.	.	6.9
CCNc1nc2[nH]c(=O)c3c(c2s1)OC(N)=C(C#N)C3c1ccc(C)cc1 (configuration not stated)	0.6	22.5	2.6	2.0	-5.6	-16.5	4.2	-0.7	-3.0
O=C(CNC(=O)N1CC(=O)Nc2ccccc21)Nc1ccc(Cl)cc1	-4.3	10.8	0.6	4.0	4.3	6.4	-1.4	1.5	0.1
C#CCOCCOCCOCCNc1nc(N2CCN(C(=O)[C@H](C)n3cc(CCCN=C(N)N)nn3)CC2)nc(N2CCN(C(=O)[C@H](C)n3cc(CCCN=C(N)N)nn3)CC2)n1	5.9	6.4	0.7	.	-3.3	.	-23.1	2.9	9.0
COc1ccc(S(=O)(=O)Nc2ccc3ccccc3c2)cc1C	-7.2	-0.3	1.7	3.0	-6.7	-0.2	2.6	7.6	9.3
CCCCOc1c(Br)cc(CNCCCN2CCOCC2)cc1OC	-1.8	-4.0	1.4	0.0	7.7	14.4	-0.3	-0.7	5.3
Cc1noc(C)c1COc1cccc(C(=O)N2CCN(C/C=C/c3ccccc3)CC2)c1	1.9	8.3	0.6	0.0	-7.2	46.0	18.0	1.5	6.6
COc1ccc(N2CCN(C(=O)CSc3nnnn3-c3ccc4c(c3)OCCO4)CC2)cc1	-4.0	0.3	-4.4	1.0	3.0	15.2	10.9	2.1	2.6
CCOc1ccc(/C=C2\SC(N3CCc4ccccc4C3)=NC2=O)cc1	0.9	-7.4	-0.1	3.0	-3.4	13.5	19.5	2.6	3.8
Cc1sc2nc(CN(C(=O)NCc3ccccc3)C3CCCC3)[nH]c(=O)c2c1C	0.5	5.3	5.7	0.0	3.7	-3.2	3.3	2.0	-3.9
CCN(CC(=O)Nc1c(F)cccc1F)C(=O)c1cc2ccccc2oc1=O	-3.1	6.9	2.8	100.0*	7.5	-2.8	-4.8	-0.1	3.3
CCn1nc(C)cc1C(=O)Sc1cccc(Br)c1	-6.7	0.6	-4.0	0.0	6.0	30.8	1.8	1.2	-1.5
O=C(NCCN1CCN(S(=O)(=O)c2ccc([N+](=O)[O-])cc2)CC1)C(=O)Nc1ccccc1	-4.8	23.4	3.0	5.0	2.3	0.8	0.9	-1.0	4.0

Some of these compounds in order of the procasp3 activ value, smallest number first.
smiles,GASC-1 inh,GRK2 aptamer HTS,VLA-4 inh,HCV core dimer,PP5 primary,procasp3 activ
O=C(Nc1ccc(Cl)cn1)Nc1ccc(Cl)cn1,-0.3,0.0,0.2,-13.2,1.1,-1.7
O=C(NCCN1CCN(S(=O)(=O)c2ccc([N+](=O)[O-])cc2)CC1)C(=O)Nc1ccccc1,23.4,5.0,0.8,0.9,-1.0,4.0
CCC1(c2ccc(F)cc2)NC(=O)N(CC(=O)NC2CCCCCC2)C1=O (configuration not stated),5.6,10.0,-0.5,.,.,6.9

Screens from PubChem BioAssay.
